Bioassay records: PubChem, Sanford-Burnham Center for Chemical Genomics
SENP8 inh = blocks the human protease SENP8. inhibition, % at 10 µM. AID 2540. actives 1.2% (n = 330,000). purified SENP8, Z-RLRGG-aminoluciferin cleavage, luminescence. Q96LD8
Target sequence (Q96LD8 whole entry, looked up): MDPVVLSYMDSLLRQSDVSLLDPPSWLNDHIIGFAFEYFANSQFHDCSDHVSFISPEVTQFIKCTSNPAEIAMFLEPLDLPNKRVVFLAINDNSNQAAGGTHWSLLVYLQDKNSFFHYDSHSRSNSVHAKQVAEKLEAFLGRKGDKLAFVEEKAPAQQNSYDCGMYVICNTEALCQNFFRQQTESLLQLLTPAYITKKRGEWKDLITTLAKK
697 NFkB inh = lowers PMA/ionomycin-induced NF-kB signal in 697 B cells; 697 B-cell NF-kB luciferase reporter, 16 h; AID 435022; inhibition, % at 4 µM; actives 0.33% (n = 330,000); in the data active = inhibition above about 35%
Jurkat NFkB inh = lowers PMA/ionomycin-induced NF-kB signal in Jurkat cells | inhibition, % at 4 µM | AID 435003 | PMA/ionomycin-induced NF-kB luciferase reporter, luminescence | actives 0.53% (n = 330,000)
Gli-Sufu antag = blocks Gli-Sufu signaling in a luciferase reporter; inhibition, % at 5 µM; AID 588413; Sufu-KO-LIGHT fibroblasts, Gli luciferase reporter luminescence; actives 0.74% (n = 340,000);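 active = inhibition above about 55%, limit read from the data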;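 also: 0% = DMSO-treated cells and 100% = wells with medium but no cells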
UBC13 inh = blocks human UBC13 polyubiquitin chain formation; TR-FRET; actives 0.47% (n = 330,000); AID 485273; inhibition, % at 20 µM; P61088; in the data active = inhibition above about 45%, passing the limit was not always enough
Target sequence (P61088 whole entry, looked up): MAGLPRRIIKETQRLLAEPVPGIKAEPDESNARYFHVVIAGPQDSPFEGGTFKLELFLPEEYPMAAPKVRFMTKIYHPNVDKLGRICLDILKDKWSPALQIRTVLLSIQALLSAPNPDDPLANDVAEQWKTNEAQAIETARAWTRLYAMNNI
EBI2 block = blocks human EBI2 receptor beta-arrestin signaling | inhibition, % at 5 µM | P32249 | actives 0.81% (n = 360,000) | EBI2 beta-arrestin recruitment, luminescence, 7a,25-OHC stimulated; in the data active = inhibition above about 38%;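 also: enzyme fragment complementation signal reports receptor beta-arrestin coupling in cells; 0% = agonist plus DMSO wells and 100% = wells without agonist; some results beyond the cut were filed as inactive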
Apaf1 inhib = inhibitors of human Apaf-1 apoptosome; actives 0.71% (n = 330,000); reconstituted apoptosome caspase-3 activity, DEVD-Rh110 fluorescence; AID 489030; inhibition, % at 20 µM; active = inhibition of at least 40% at 20 µM;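 also: plate controls were DMSO wells for no effect and DEVD-CHO caspase inhibitor wells for full effect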
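Material: biochemical Apaf-1 apoptosome reconstitution. Medium: Hepes buffer, pH 7.5. Also added: cytochrome c activation, bis-DEVD rhodamine 110 substrate. Timing: 30 min compound preincubation, 50 min activation, room temperature. Measured by: rhodamine 110 fluorescence at Ex 480/Em 540 nm.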
CCR6 antag = antagonists of human CCR6 receptor. P51684. CHO-K1 CCR6 PathHunter beta-arrestin, luminescence, CCL20-stimulated. inhibition, % at 20 µM. actives 0.49% (n = 340,000);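 active = compounds whose inhibition of the agonist-driven luminescence signal at 20 µM reaches about 50%, limit read from the data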;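 also: cells stimulated with CCL20 at 14 nM final; plate controls were DMSO with CCL20 for no effect and DMSO without agonist for full effect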
Target sequence (P51684 whole entry, looked up): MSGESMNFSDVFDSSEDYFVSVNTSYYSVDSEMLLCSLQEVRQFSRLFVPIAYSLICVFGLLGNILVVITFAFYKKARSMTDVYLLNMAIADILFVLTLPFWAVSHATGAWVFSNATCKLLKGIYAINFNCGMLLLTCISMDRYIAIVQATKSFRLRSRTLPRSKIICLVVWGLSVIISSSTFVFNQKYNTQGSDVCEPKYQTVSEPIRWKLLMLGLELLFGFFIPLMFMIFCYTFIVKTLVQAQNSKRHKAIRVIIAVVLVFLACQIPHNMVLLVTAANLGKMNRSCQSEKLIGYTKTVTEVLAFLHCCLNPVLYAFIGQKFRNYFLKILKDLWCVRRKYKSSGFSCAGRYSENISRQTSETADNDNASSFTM
* hit, by the source's call; i = inactive; . = not tested or not shown. Rule as the data show it, unless noted: active = inhibition above about 50%; inactive = the rest.

The line under a structure holds: SENP8 inh, 697 NFkB inh, Jurkat NFkB inh, Gli-Sufu antag, UBC13 inh, EBI2 block, Apaf1 inhib, CCR6 antag
COc1ccc([C@H]2CC(=O)C=C(c3cc(C)ccc3OC)C2)cc1
    6, -12, 58*, 1, 4, 18, 11, 17
Clc1cc(Br)ccc1OCCN1CCOCC1
    -6, 1, -4, -5, 19, 0, -1, 9
CC1CCN(S(=O)(=O)c2ccc3ncn(CC(=O)N(C)Cc4ccccc4)c(=O)c3c2)CC1
    0, -12, -9, 0, -3, -4, 6, 14
Fc1ccc(N2N=C(c3cccs3)CC2c2ccccc2)cc1 (stereo not drawn)
    10, -1, 12, -2, 9, -2, 16, 1
Cc1cc2cc(CNC(=O)c3cccc([N+](=O)[O-])c3)ccc2n1C
    -2, -10, 15, -2, 1, -1, 11, -2
Cc1ccc(NC(=O)CNC2CCCCC2)cc1Cl
    12, 0, -14, -6, 9, -4, 5, 7
O=C(Nc1ccc(F)cc1F)c1cc(-c2ccco2)nc2ccccc12
    5, 1, 11, -19, 1, -4, 7, 0
CCC1CCc2c(sc(NC(=O)C3CC=CCC3C(=O)O)c2C#N)C1 (stereo not drawn)
    -6, 6, -3, 0, 0, -9, 2, -8
N#C/C(=N/Nc1ccc(OC(F)(F)F)cc1)C(N)=S
    49, -61, -39, 61*, -2, -5, 16, 20
CCOC(=O)c1cnc(SCC(=O)NNC(=O)c2ccco2)nc1N
    3, 3, 10, -33, -1, -9, -3, 12
CN(C)CCCC1(O)c2ccccc2C=Cc2ccccc21
    7, 6, 4, 8, 5, -4, -2, -2
CSCCC(NC(=O)c1ccoc1C)C(=O)O (stereo not drawn)
    5, 4, -13, -2, -1, -30, -28, -6
CCc1ccc(-n2c(=S)sc3c(=O)n(-c4ccccc4OC)c(=S)[nH]c32)cc1
    -11, 1, 0, ., -14, 12, 11, -3
COc1ccc(C(=O)C(C)Sc2nnc(C3CC3)n2C2CC2)cc1 (stereo not drawn)
    5, 1, 9, -8, -1, 5, -8, 9
O=C(NNC1=NCCCCC1)Nc1ccc(Cl)cc1
    -4, -14, -10, -41, -1, -7, -14, -5
CCc1ccc(NC(=O)CSC2=C(C#N)C(c3ccco3)C3=C(CCCC3=O)N2)cc1 (stereo not drawn)
    -4, -20, -10, 4, 0, 2, 21, 4
COc1cc2c(OC)cccc2cc1C(=O)O
    2, 1, 10, -1, 6, -10, -17, 4
C=CCn1c(=NC(=O)c2ccc(S(=O)(=O)N3CCCc4ccccc43)cc2)sc2cc(S(N)(=O)=O)ccc21
    6, -4, 4, 32, -12, 13, -8, 9
CCc1ccc(N2CC(C(=O)N/N=C/c3ccccc3)CC2=O)cc1 (stereo not drawn)
    -11, 10, -3, 17, 4, 17, 15, 11
Cc1ccc(C(=O)N2CCC(C)CC2)cc1NC1=NC2CS(=O)(=O)CC2S1 (stereo not drawn)
    -13, -16, -2, 8, 1, -4, -1, 1
CSc1oc(-c2cccs2)nc1S(=O)(=O)c1ccccc1
    0, -17, -7, -5, 13, -22, 3, 12
CN(C)S(=O)(=O)c1cc(NC(=O)C2=COCCO2)ccc1Cl
    1, -1, 12, -3, -4, -14, 2, 8
O=C(Cc1cccc(C(F)(F)F)c1)OCN1C(=O)c2ccccc2C1=O
    5, 4, -3, -16, 1, 2, 11, 13
COc1ccc(C(=O)CSc2nnc(-c3ccco3)o2)cc1
    -10, -5, 0, 4, -3, -1, 8, 0
CCN(CC)CCP(=O)(c1ccccc1)c1ccccc1
    -8, -2, 3, 0, 5, -10, -13, 0
CC(C)Nc1nc(SC(C)C(=O)Nc2ccccc2)nc(N(C)C)n1 (stereo not drawn)
    -5, -10, -12, 8, -9, 12, 7, 12
O=C(O)CSc1c2c(nc3cc(C(=O)NCCN4CCOCC4)ccc13)CCC2
    -2, -13, -7, -2, -4, ., 3, 1
CCOC(=O)c1nn(-c2ccc(F)cc2)c(=O)c(C#N)c1C
    -11, -4, -4, 15, -7, 7, -1, 9
CCCc1cc(=O)oc2cc(O[C@@H]3O[C@H](CO)[C@@H](O)[C@H](O)[C@H]3O)ccc12
    -4, 22, 8, -11, 7, 12, -1, -17
O=C(CNc1cccc2ccccc12)c1ccc([N+](=O)[O-])cc1
    -4, 2, 23, -5, 11, 5, 7, 23
CCN(Cc1ccccc1)C(c1ccc(Cl)cc1)c1nnnn1C(C)(C)C (stereo not drawn)
    0, 17, 1, 13, -2, 22, 11, 10
N#Cc1c(/N=C/c2cc3ccccc3s2)sc2c1CCC2
    -17, -50, -88, -28, -19, 5, 12, -11
CCCCC(=O)NC(N1CCCCC1)C(Cl)(Cl)Cl (stereo not drawn)
    -7, 3, 14, -7, -3, -4, 8, -7
C=C(C)c1cccc(C(C)(C)NC(=O)Nc2ccc(OC)cc2)c1
    3, 4, 19, 2, 2, 0, 0, -5
CCc1ccc(N2CC(C(=O)Nc3ccc4c(c3)OCO4)CC2=O)cc1 (stereo not drawn)
    -2, -4, 3, 0, -1, -6, 5, 2
CC(=O)c1cnn(-c2cc(Oc3ccc(F)cc3)ncn2)c1C
    10, 6, 4, -80, -1, 18, -2, -10
O=C(CSc1nc2c(c(=O)[nH]1)CN(Cc1ccc(F)cc1)CC2)Nc1ccc(F)cc1
    1, 26, 8, 2, -1, -1, -3, -6
O=C(NC1CCCN(CCc2ccccc2)C1)C1CCCC1 (stereo not drawn)
    -5, 7, 6, 16, -3, 5, -22, 5
O=S(=O)(Nc1ccccc1O)c1ccc(-c2ccccc2)cc1
    -6, -5, -8, 2, -13, -14, -1, 1
O=C(Nc1ccc(N2CCCC2)cc1)c1ccc2ccccc2c1
    12, -47, -61, -64, 5, 0, 17, 4
COc1nc2c(C)cccc2cc1-c1noc(-c2ccco2)n1
    5, -11, -22, 3, -4, -3, 9, 3
O=C(CSc1nnc(-c2ccccn2)o1)Nc1cccc(Cl)c1
    -3, -54, -98, -35, 1, 0, -5, 10
Cc1ccc(NC(=O)C(=O)NCCCN2CC(C(=O)O)CC2=O)cc1 (stereo not drawn)
    -9, 23, 9, 30, 0, 9, 4, -19
Cc1ccsc1/C=C/C1=Cc2c(sc(NC(=O)CSc3n[nH]c(N)n3)c2C#N)C(C)(C)C1
    2, -7, 4, 9, 11, 16, 16, 42
Cc1nc(C)c(-c2nnc(-c3cccc(S(=O)(=O)N(C)C)c3)o2)cc1C(=O)NN
    -3, -3, 7, -9, -1, -5, -8, 9
COc1cccc(CN2CC(C(=O)NCc3ccc(C)o3)CCC2=O)c1 (stereo not drawn)
    1, -1, 0, 13, -3, -3, -3, 5
COc1ccccc1/C=N/NC(=O)c1ccc(NC(=O)c2ccccc2Br)cc1
    9, 16, -2, -11, -5, -4, 5, 10
CCOC(=O)c1cc2occc2n1CCCN1C(=O)c2ccccc2C1=O
    -9, -12, -8, 2, -2, 6, -2, 24
Cc1nc(-c2ccc(S(=O)(=O)Oc3ccc(Cl)cc3Cl)s2)cs1
    -11, -10, 11, 1, -2, 11, 6, 1
Cc1ccccc1NC(=O)CSCc1cc(=O)n2ccsc2n1
    -11, -1, 12, -9, 7, 4, -5, 0
CCN(CC)S(=O)(=O)c1ccc(N2CCOCC2)c(NC(=O)COc2ccccc2C)c1
    12, -7, -5, 1, 8, 12, 9, 16
Cc1ccc(S(=O)(=O)N2CC[C@@H]2C(=O)O)cc1
    1, 23, -11, 4, 6, 0, -2, 5
CCCCCCC1CCC(c2nc(-c3ccncc3)no2)CC1 (stereo not drawn)
    -5, -8, 4, -4, 6, -8, 12, -10
O=C(CCSc1ccc(Cl)cc1)NN=C1CCCCCC1
    1, 10, 0, -2, 13, -1, 10, 2
Cc1c(C(=O)c2no[n+]([O-])c2C(=O)c2cnn(C)c2C)cnn1C
    -4, 18, 14, -4, -3, -5, 7, -22
COc1ccc(S(=O)(=O)N2CCN(C(=O)C3CCCO3)CC2)cc1 (stereo not drawn)
    0, 11, 14, -2, 3, 1, -1, 1
Cc1ccc(C)c(OCCC(=O)N2CCN(S(=O)(=O)c3cc(C)ccc3C)CC2)c1
    -5, -4, 38, 3, 2, 66*, 14, 5
Cc1ccc([N+](=O)[O-])cc1NC(=O)c1ccoc1C
    1, 20, -1, -7, 4, -4, 1, 16
CCCn1c(N/N=C\C=C\c2ccccc2)nc2c1c(=O)[nH]c(=O)n2C
    4, 9, -9, 18, -19, -1, 8, 10
CCOC(=O)C1(CCOc2ccccc2)CCN(CCCn2cccn2)CC1
    2, -14, -2, 34, 10, 0, 5, 2

Grouped by structure, the entries above with bromine
The line under a structure holds: SENP8 inh, 697 NFkB inh, Jurkat NFkB inh, Gli-Sufu antag, UBC13 inh, EBI2 block, Apaf1 inhib, CCR6 antag
Clc1cc(Br)ccc1OCCN1CCOCC1
    -6, 1, -4, -5, 19, 0, -1, 9
COc1ccccc1/C=N/NC(=O)c1ccc(NC(=O)c2ccccc2Br)cc1
    9, 16, -2, -11, -5, -4, 5, 10

Other entries follow:
The line under a structure holds: SENP8 inh, 697 NFkB inh, Jurkat NFkB inh, Gli-Sufu antag, UBC13 inh, EBI2 block, Apaf1 inhib, CCR6 antag
O=C1CCCC2=C1C(c1cn(-c3ccccc3)nc1-c1cccs1)c1c([nH]c(=O)[nH]c1=O)N2 (stereo not drawn)
    -2, -2, 5, 8, -16, 4, -11, 1
COC(=O)N/C(C)=C1/NC(=O)c2ccccc2C(c2ccccc2)N1 (stereo not drawn)
    1, 11, -11, -11, 3, 21, 6, -18
CCCCCc1nc(-c2nonc2N)no1
    -1, 0, -3, 5, 5, 2, -3, -4
COc1ccccc1N1CCN(C(=O)c2ccc(N3CCCCS3(=O)=O)cc2)CC1
    -5, -13, 0, -1, -3, -6, -2, 0
O=c1cc(N2CCc3ccccc32)[nH]c(=O)n1-c1ccc(Cl)cc1
    -1, 13, 0, -4, 3, -5, 3, 7
O=C(O)c1nn(CCOc2c(Cl)cccc2Cl)c(=O)c2ccccc12
    -6, i, 5, 4, -2, 15, 15, 25
CCCCn1c(N)c(N(CCC(C)C)C(=O)COC(=O)c2ccccc2)c(=O)[nH]c1=O
    -11, 2, -8, -1, -18, -10, 6, -3
CCCc1cc(NCCCN(C)C)n2c(nc3ccccc32)c1C#N
    5, -3, 1, 3, 5, 0, -1, 15
COc1ccc(NC(=O)COc2ccc(C(=O)NC3CCCc4ccccc43)cc2OC)cc1 (stereo not drawn)
    3, -1, 1, 1, -6, 3, -15, 16
C=CCn1c(-c2ccoc2)n[nH]c1=S
    -8, 0, -5, -8, 3, -4, -1, 2
O/N=C(\c1ccc2c(c1)OCCO2)C1CCCCC1
    -4, -3, 5, 0, 3, 4, 3, 10
COCC(C)n1c(C)cc(C(=O)CSc2nnnn2C2CCCC2)c1C (stereo not drawn)
    -5, -17, -16, 3, 3, -2, -2, 11
CCc1nnc(NC(=O)CCC(=O)Nc2ccc(Cl)cc2)s1
    -3, 1, 8, -8, 0, -16, 1, 8
COc1ccc(C(CNC(=O)CCOc2ccccc2)N(C)C)cc1 (stereo not drawn)
    -3, 14, -9, -6, 1, -8, -7, -16
COCCN(C(=O)COC(=O)C1CCC(C(C)(C)C)CC1)c1c(N)n(Cc2ccccc2)c(=O)[nH]c1=O (stereo not drawn)
    18, 10, -9, 72*, 4, 3, 6, 14
O=C1C=C(N(CCO)CCO)C2(CCCCC2)O1
    5, 21, 11, -4, 9, -8, -3, -2
CCOC(=O)N1CCC(NC2CCCCCCC2)CC1
    2, 11, 2, 5, 7, 8, -2, 20
COC(=O)c1c(NC(=O)CSc2nnnn2-c2ccccc2)sc2c1CCC(C)C2 (stereo not drawn)
    1, -15, -4, 7, -10, -7, 17, 8
Cc1ccccc1N=C1SCCN1C(=O)CN1C(=O)NC2(CCCC2)C1=O
    7, 7, 13, -9, 0, 4, 6, -6
COc1ccc(C2=NN(S(C)(=O)=O)C(c3cccs3)C2)cc1 (stereo not drawn)
    30, -108, -103, -78, 20, -8, 0, 1
O=C(CNS(=O)(=O)N1CCOCC1)N/N=C/c1cccnc1
    -3, 7, 8, 21, 7, 2, -6, -16

This is a subset (hit frequency here may not be typical).
